3T3 cytotox = Cytotoxic Profiling in NIH 3T3 Cell Line of Diverse Libraries Using Quantitative High-Throughput Screening; NIH 3T3 viability, CellTiter-Glo ATP luminescence, 48-72 h; Potency, µM (highest dose often 96.7 µM), for inactives: top-dose activity change, negative = cytotoxicity, actives largely listed as inhibitors; actives 4.3% (n = 94,000); AID 1345082, 2018; further: potency means the concentration at half of the fitted maximal effect; nearly all actives have a fitted effect of over 55% in size
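NIH 3T3 cells at 400 cells/well received 23 nL of compound by pintool and were incubated 48 or 72 h at 37 °C. Viability was read as ATP-coupled CellTiter-Glo luminescence.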
IP6K1 inh = Primary qHTS assay for small molecule inhibitors of Inositol hexaphosphate kinase 1 (IP6K1). Inositol hexakisphosphate kinase 1 (Homo sapiens), Q92551. activity change, % (series mostly up to about 58 µM). actives 0.81% (n = 140,000). IP6K1 kinase, ADP-Glo luminescence, 2 h; active compounds read low. AID 1645851, 2021; in the data active means activity change below about -25%
Target sequence (Q92551 whole entry, looked up): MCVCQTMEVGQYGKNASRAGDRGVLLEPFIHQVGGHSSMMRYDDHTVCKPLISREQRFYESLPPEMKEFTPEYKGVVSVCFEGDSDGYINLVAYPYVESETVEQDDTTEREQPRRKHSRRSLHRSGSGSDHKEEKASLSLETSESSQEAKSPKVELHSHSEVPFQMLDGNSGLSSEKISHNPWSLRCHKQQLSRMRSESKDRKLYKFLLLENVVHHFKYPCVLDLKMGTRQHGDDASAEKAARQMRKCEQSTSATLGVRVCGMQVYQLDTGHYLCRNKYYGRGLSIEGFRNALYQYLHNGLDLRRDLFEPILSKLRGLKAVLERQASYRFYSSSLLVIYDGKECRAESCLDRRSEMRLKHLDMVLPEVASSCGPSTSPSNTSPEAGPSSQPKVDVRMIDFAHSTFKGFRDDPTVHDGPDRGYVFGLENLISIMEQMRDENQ
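ADP-Glo luminescence measures ADP made by human IP6K1 during a 2 h RT reaction with ATP/IP6 (mix at 1.3 mM/130 uM); top library doses 57.5 and 19.1 uM final.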
HEK293 tox = Cytotoxic Profiling in HEK 293 Cell Line of Diverse Libraries Using Quantitative High-Throughput Screening; AID 1345083, 2018; actives 6.6% (n = 94,000); HEK 293 viability, ATP luminescence (CellTiter-Glo), 48-72 h; Potency, µM (series often up to 115 µM), for the others: at the highest dose activity change, negative = cytotoxicity, usual class: inhibitors; further: potency means the concentration at half of the fitted maximal effect; nearly all actives have a fitted effect of over 60% in size
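qHTS cytotoxicity; HEK 293, 250 cells/well; compound pinned; 48 or 72 hr, 37 degree Celsius, 5% CO2, 95% humidity; CellTiter-Glo, 10 min RT; luminescence (ATP).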
Luciferase inh = Firefly luciferase inhibition profiling of diverse chemical library using quantitative high-throughput screening; Luciferin 4-monooxygenase (Photinus pyralis), P08659; purified P. pyralis luciferase, luminescence, biochemical; Potency, µM (highest dose often 115 µM), for the others: at the top dose activity change, negative = inhibition, usual class: inhibitors; actives 2.5% (n = 76,000); further: potency means the concentration at half of the fitted maximal effect; nearly all actives have a fitted effect of over 65% in size
Target sequence (P08659 whole entry, looked up): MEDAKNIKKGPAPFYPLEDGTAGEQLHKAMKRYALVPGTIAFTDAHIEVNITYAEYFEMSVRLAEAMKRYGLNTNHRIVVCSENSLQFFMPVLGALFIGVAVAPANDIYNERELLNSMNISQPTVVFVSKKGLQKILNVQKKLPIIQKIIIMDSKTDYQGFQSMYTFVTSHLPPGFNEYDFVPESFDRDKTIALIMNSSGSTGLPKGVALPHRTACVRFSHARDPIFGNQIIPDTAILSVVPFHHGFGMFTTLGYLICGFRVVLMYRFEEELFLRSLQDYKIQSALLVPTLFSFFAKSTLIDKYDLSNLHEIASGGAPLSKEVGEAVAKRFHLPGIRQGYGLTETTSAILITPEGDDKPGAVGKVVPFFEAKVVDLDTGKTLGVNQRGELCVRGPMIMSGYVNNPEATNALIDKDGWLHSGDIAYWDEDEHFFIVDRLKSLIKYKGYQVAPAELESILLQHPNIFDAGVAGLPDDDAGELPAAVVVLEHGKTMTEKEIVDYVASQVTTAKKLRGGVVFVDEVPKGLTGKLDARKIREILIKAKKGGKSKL
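Purified 10nM P. pyralis luciferase with 10uM D-luciferin and 10uM ATP in 50mM Tris acetate pH 7.5, 10mM Mg acetate, 0.01% Tween-20, 0.05% BSA. qHTS titration; luminescence read by CCD imager.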
GPT2 inh = Primary qHTS assay for inhibitors of Glutamate pyruvate transaminase 2 (GPT2); Alanine aminotransferase 2 (Homo sapiens), Q8TD30; Recombinant GPT2, coupled pyruvate oxidase/HRP Amplex Red fluorescence; Potency, µM (doses to about 57.7 µM), without a hit: at the highest dose activity change, negative = inhibition, actives largely listed as inhibitors; actives 0.25% (n = 100,000); AID 1671188, 2021; further: potency means the concentration at half of the fitted maximal effect; nearly all actives have a fitted effect of over 60% in size; many of its hits are not listed in these tables
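Inhibition is scored from Amplex Red fluorescence generated when pyruvate oxidase and HRP act on pyruvate released by GPT2. Reactions contain 10ng/uL enzyme, 250uM a-KG and 2mM L-alanine and run 30 min at room temperature.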
SNCA viab count = GF-AFC viability counterscreen for inhibitors of alpha-synuclein gene (SNCA) expression; HEK-293-SNCA-luc viability, GF-AFC fluorescence, 24 h; Potency, µM (doses to about 57.1 µM), without a hit: at the highest dose activity change, negative = cytotoxicity, most hits filed as cytotoxic; actives 0.12% (n = 150,000);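 further: potency means the concentration at half of the fitted maximal effect; 0% = DMSO-treated cells and -100% = medium-only wells without cells; nearly all actives have a fitted effect of over 30% in size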
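Cytotoxicity counterscreen: after 24 h compound treatment of genome-edited SNCA-luciferase HEK-293 cells, live-cell protease substrate GF-AFC read by fluorescence after 30 min; activity scaled between DMSO (0%) and medium-only (-100%), curves Hill-fitted.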
SNCA expr inhib = Primary qHTS assay for inhibitors of alpha-synuclein gene (SNCA) expression. HEK-293 SNCA-luciferase knock-in, luminescence, 24 h. Potency, µM (titrated, usually from 57.2 µM), for the others: top-dose activity change, negative = inhibition, actives largely listed as inhibitors. actives 0.17% (n = 140,000). AID 1671194, 2021;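 further: potency means the concentration at half of the fitted maximal effect; plate controls were DMSO cells for no effect and cell-free wells for full effect; nearly all actives have a fitted effect of over 45% in size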
The depositor's hits bear a star; i = inactive; ? = inconclusive; . = no result given; [ ] = remark or other dose. Unless noted, the call rests on the fitted dose curve; in most records, active means well fitted curve in the direction sought with a large enough effect; inconclusive means small, poorly fitted or top-dose-only effect, or another doubt; inactive means no such curve, though single readings can be large; an effect the other way counts as inactive or inconclusive. Unless noted, on the % scale 0 is the no-effect control and ±100 the full control effect. The list is partial; rates above refer to the full screens.

SMILES | 3T3 cytotox | IP6K1 inh | HEK293 tox | Luciferase inh | GPT2 inh | SNCA viab count | SNCA expr inhib
c1ccc2c(N3CCN(Cc4cc5n(n4)CCNC5)CC3)nsc2c1 | ? | -5 | 40µM* | -4% | -20% | -19% | -11%
CC1CCN(C(=O)Cn2c(=O)n(CCCCCC(=O)NCc3ccccc3Cl)c(=O)c3sccc32)CC1 | . | 37 | . | . | . | ? | 5%
CC(C)NC(=O)N1Cc2[nH]cnc2C[C@H]1C(=O)NCc1ccc(Cl)cc1 | -6%[138 µM] | 20 | -13%[172 µM] | 0%[172 µM] | 1%[88.5 µM] | -2%[87.6 µM] | 8%[87.6 µM]
Cc1ccc(C(=O)N2CCC(Oc3ccc(C(=O)N(C)C)cn3)CC2)cc1F | -27% | 19 | ? | -10% | i | 7% | -16%
COc1ccccc1-c1cccc(C(=O)N2CCC[C@H]2C(=O)NCc2cccnc2)c1 | 1% | -7 | -2% | . | -15% | 4%[12.5 µM] | -11%
COc1cccc(-c2cccc(C(=O)N3CCN([S+](=O)([O-])c4c(C)noc4C)CC3)c2)c1 | -17% | 3 | ? | . | 2% | 5%[12.5 µM] | 2%
COc1ccc(NC(=O)O[C@@H]2CO[C@H]3[C@@H]2OC[C@@H]3Nc2nccc(-c3cccc(C#N)c3)n2)cc1 | -14% | -3 | -26% | -17% | 0% | 6% | ?
COCc1cc(C[C@@H]2CC[C@H](O)[C@@H](CNC(=O)Nc3ccccc3)O2)no1 | -24%[174 µM] | -3 | ? | 1%[172 µM] | -7%[88.5 µM] | 1%[87.6 µM] | -3%[87.6 µM]
Cc1ccc(Cn2cc(S(=O)(=O)c3ccccc3)c(=O)c3cc(F)c(N4CCOCC4)cc32)cc1 | . | 9 | . | . | . | 9% | -9%
COc1ccc(S(=O)(=O)c2c(Nc3ccc(C)cc3)sc(C(=O)c3ccc4c(c3)OCO4)c2N)cc1 | . | -11 | . | . | . | 3% | 7%
CC(=O)Nc1cccc(-c2nc(-c3nnn4c3COC(c3ccc(C)cc3)C4)no2)c1 (stereo not drawn) | i | 13 | 8% | 3% | -2% | -1% | 0%
Cc1cc(S(=O)(=O)N(C)CC2CCOC2)ccc1F (stereo not drawn) | -21% | 1 | -3% | -6% | -12% | 7% | 1%
Cc1noc(C)c1C(=O)N1CCC2(CC1)c1[nH]c3ccccc3c1CCN2C | -16% | 3 | -13% | -7% | -1% | 5%[12.5 µM] | 21%
CCn1ccc(C(=O)N2CCC(Cc3ncc(C)n3CCOC)CC2)n1 | -7% | -8 | i | 2% | 0% | 1% | -8%
COc1ccc(CC2CN(C(=O)c3ccnc(N)c3)CCO2)cc1 (stereo not drawn) | -3% | 6 | -1% | 4% | i | 4% | 2%
O=C(NCc1cccs1)c1ccc2nc(-c3cccnc3)oc2c1 | -15% | 1 | -11% | . | -4% | 8% | 10%
O=C1CCN(C(=O)C2CCC2)c2ccc(F)cc2CN1Cc1ccccc1 | -8% | 3 | ? | . | . | . | .
CC(C)Nc1nc(Nc2ccccc2)nc(-c2ccccc2)n1 | . | -9 | . | . | 5% | 4% | .
Cc1ccccc1S(=O)Cc1ccc(C(=O)NCc2ccccc2Cl)o1 (stereo not drawn) | . | -11 | . | . | . | -13% | 38%[activator]
COc1cccc(N2C(=O)NC(=NC3CCCC3)C23CCN(C(=O)c2ccc(C)cc2)C3)c1 (stereo not drawn) | ? | -9 | -2% | . | i | -2% | 1%
CCc1ccc(C(=O)N2CCN(C3CCN(CCc4ccccc4)C3=O)CC2)cc1 (stereo not drawn) | -10% | -2 | 2% | ? | i | -5% | 27%
CC(C)C(=O)NCC12CCCC=C1NC(=O)CC2 (stereo not drawn) | -11% | -16 | -4% | 2% | i | 5% | -12%
CS(=O)(=O)c1ccc(CN2C[C@H](O)C[C@H]2c2nc(-c3ccc4c(c3)OCO4)no2)cc1 | ? | 7 | -12% | -22% | -3% | 2% | 41%
O=C(O)C[C@@H]1CCN(C(=O)c2ccnc(Cl)c2)C[C@@H]1CCN1CCN(c2ccc(F)cc2)CC1 | 3% | -1 | i | 3% | -15% | -1% | 24%
Cc1ccc(N2CC(NC(=O)c3ccc(S(=O)(=O)N4CCCC4)cc3)CC2=O)cc1 (stereo not drawn) | . | 8 | . | . | . | 0% | -2%
COCCN1CCC2(CCC1=O)CN(CCC(=O)N1CCCC1)CCN2C (stereo not drawn) | 2% | 4 | 3% | -1% | 0% | 9% | -11%
COc1cccc(NC(=O)Cn2c(-c3ccc(F)cc3)nc(C)cc2=O)c1 | i | -5 | ? | 2% | -2% | -7% | 15%
CCOc1ccc(NC(=O)NCCCN2CCN(c3ccc(OC)cc3)CC2)cc1 | . | 21 | . | . | . | 1% | 4%
Cc1occc1C(=O)N1CCCC(O)(CNC(=O)N2CCOCC2)CC1 (stereo not drawn) | -15% | 0 | -31% | 7% | i | 2% | 5%
O=C(Cn1cc(SCc2cccc(Cl)c2)c2ccccc21)N1CCCCCC1 | . | 7 | . | . | . | -28% | 8%
O=C(CSc1nnc(-c2cccc(Cl)c2)o1)N1CCc2ccccc21 | . | -4 | . | . | . | 6% | -10%
CCOC(=O)c1ccc(NC(=O)CC2C(=O)N(c3ccccc3)C(=O)N2Cc2ccc(C)cc2)cc1 (stereo not drawn) | . | -40* | . | . | . | -18% | ?
O=C(Nc1cccc(F)c1)N1Cc2[nH]cnc2C[C@H]1c1nc(-c2ccc(C(F)(F)F)cc2)no1 | ? | 8 | ? | ? | i | 3% | -26%
CCCC(=O)N1Cc2ccccc2CC2(CCCN(CCC)C2)C1 (stereo not drawn) | -21% | -3 | ? | . | 0% | -12% | -3%
O=C(c1ccccc1)N1CCN2C(=O)N(Cc3ccc(F)cc3)C[C@H]2C1 | -5%[174 µM] | -6 | -2%[172 µM] | 0%[172 µM] | -6%[88.5 µM] | 2%[87.6 µM] | -4%[87.6 µM]
OCc1cccc(-c2cc(-c3ccncc3)c3cncn3c2)c1 | 13µM* | 14 | 25µM* | 3%[172 µM] | -20%[88.5 µM] | 4%[87.6 µM] | -7%[87.6 µM]
CC(C)=C1C[C@@]2(C)C(=CC1=O)CC[C@@H](O)[C@@H]2C | . | 6 | . | . | i | 2% | .
Cc1cc(C)n(CC2(Cn3cc(C4CCCNC4)nn3)CC2)n1 (stereo not drawn) | -6% | 14 | -8% | -3% | -37% | 5% | -8%
CCn1nc(C)c2c(-c3ccccc3)cc(=O)n(C(C)C(=O)NCCc3ccccc3)c21 (stereo not drawn) | . | 5 | . | . | . | ? | -26%
N#Cc1cccc(C(=O)Nc2ccc([C@H]3OCC(=O)N(C4CCOCC4)[C@@H]3CO)cc2)c1 | 4% | 1 | -1% | 5% | i | 4% | 15%
COc1ccc2c(c1)CCc1c-2n[nH]c1C(=O)N1CCc2nc3cc[nH]n3c(=O)c2C1 | ? | 3 | -6% | ? | i | 7% | ?
COC(=O)CNC(=O)C1CCCN(c2nccc(Nc3ccccc3OC)n2)C1 (stereo not drawn) | -24% | -9 | -9% | . | i | -6%[12.5 µM] | 21%
COc1cccc(CCC(=O)N2C[C@@H](CO)[C@H](NC(=O)c3ccccc3)C2)c1 | -15% | 0 | i | . | -7% | -10% | 8%
CCn1cc2nc(SCc3ccc(F)cc3)n(Cc3ccc(Cl)cc3)c(=O)c2n1 | . | 14 | . | . | . | 14% | 14%
CC(=O)c1cc(-c2ccccc2)n(CCC(=O)Nc2cc(C)cc(C)c2)c1C | . | 4 | . | . | . | -23% | ?

Complete entries, quoted from the list. Screens in order: 3T3 cytotox, IP6K1 inh, HEK293 tox, Luciferase inh, GPT2 inh, SNCA viab count, SNCA expr inhib
CCCC(=O)N1Cc2ccccc2CC2(CCCN(CCC)C2)C1 (stereo not drawn) is entered as -21%, -3, ?, ., 0%, -12%, -3%
CCn1nc(C)c2c(-c3ccccc3)cc(=O)n(C(C)C(=O)NCCc3ccccc3)c21 (stereo not drawn) is entered as ., 5, ., ., ., ?, -26%
O=C(Nc1cccc(F)c1)N1Cc2[nH]cnc2C[C@H]1c1nc(-c2ccc(C(F)(F)F)cc2)no1 is entered as ?, 8, ?, ?, i, 3%, -26%

Continuation.
SMILES | 3T3 cytotox | IP6K1 inh | HEK293 tox | Luciferase inh | GPT2 inh | SNCA viab count | SNCA expr inhib
CCc1noc(-c2ccc(N3CCCCC3C)c([N+](=O)[O-])c2)n1 (stereo not drawn) | . | 14 | . | . | . | -28% | 102%[activator]
Cc1noc(C)c1Cc1c(C(=O)NCC23CCC=C2N(C)C(=O)CC3)noc1C (stereo not drawn) | -5% | 7 | -3% | 2% | i | 6% | 1%
COc1ccccc1-c1cccc(C(=O)N2CCC[C@H]2C(=O)NCc2ccc(C(F)(F)F)cc2)c1 | ? | -9 | 79µM* | . | -8% | -25%[12.5 µM] | 4%
Cc1cc(C(=O)N[C@H](C)c2onc(-c3cccnc3)c2C(=O)O)no1 | -19%[138 µM] | 2 | -4%[172 µM] | -17%[172 µM] | -3%[88.5 µM] | 7%[87.6 µM] | 3%[87.6 µM]
CCN(CC)CC[C@H]1CN(C(=O)c2ccc(OC)cc2)CC[C@H]1CC(=O)O | 0%[138 µM] | 9 | 0%[172 µM] | 12%[172 µM] | i | 5%[87.6 µM] | 24%[87.6 µM]
COCCNC(=O)c1ccc(OC)cc1OC1CCN(Cc2cccc3cccnc23)CC1 | ? | -1 | ? | -3% | -4% | ? | ?
NC1CCCCN(Cc2cc(-c3ccccc3OC(F)(F)F)no2)C1 (stereo not drawn) | ? | -4 | ? | -4% | i | 11% | 2%
CN1[C@H]2CC[C@H]1CC(OC(=O)c1c[nH]c3ccccc13)C2 (stereo partly drawn) | . | . | . | . | i | 14% | 22%
O=C(NCCC1CCN(C(=O)Nc2cccc(F)c2)CC1)c1ccccc1 | -24% | 0 | -5% | ? | ? | 11% | 66%[activator]
Cc1ccc(C)c(NC(=O)Cn2ccn3nc4c(c3c2=O)CCCCC4)c1 | -14% | 6 | -24% | -9% | i | -2% | -11%
Cc1ccc(NC(=O)C2CCCN(c3nnc(-n4c(C)ccc4C)s3)C2)cc1Cl (stereo not drawn) | . | 24 | . | . | . | -15% | 1%

Assay outcomes: PubChem, National Center for Advancing Translational Sciences (NCATS)
